Pf growth 48h: P. falciparum growth inhibition at 48 hours (one generation); P. falciparum luciferase growth in erythrocytes, 48 h; 310,000 compounds, 5.9% hits; AID 504832; Potency, µM (titrated, usually from 28.7 µM), for inactives: at the top dose activity change, negative = inhibition, usual class: inhibitors; further: potency means the concentration at half of the fitted maximal effect; on the % scale 0 is the no-effect control and ±100 the full control effect
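Here the parasites carry a stable luciferase gene and grow inside erythrocytes in Albumax-based RPMI medium with compound for one erythrocytic cycle. Activity is scored as loss of luminescent signal.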
Giardia FBPA inh: blocks Giardia fructose-bisphosphate aldolase activity. Potency, µM (top dose mostly 59.6 µM), inactives show at the top dose activity, negative = inhibition, most hits filed as inhibitors. purified Giardia FBPA. 290,000 compounds, 0.71% hits; further: potency means the concentration at half of the fitted maximal effect; on the % scale 0 is the no-effect control and ±100 the full control effect; nearly all actives have a fitted effect of over 55% in size
Target sequence (A8B2U2 whole entry, looked up): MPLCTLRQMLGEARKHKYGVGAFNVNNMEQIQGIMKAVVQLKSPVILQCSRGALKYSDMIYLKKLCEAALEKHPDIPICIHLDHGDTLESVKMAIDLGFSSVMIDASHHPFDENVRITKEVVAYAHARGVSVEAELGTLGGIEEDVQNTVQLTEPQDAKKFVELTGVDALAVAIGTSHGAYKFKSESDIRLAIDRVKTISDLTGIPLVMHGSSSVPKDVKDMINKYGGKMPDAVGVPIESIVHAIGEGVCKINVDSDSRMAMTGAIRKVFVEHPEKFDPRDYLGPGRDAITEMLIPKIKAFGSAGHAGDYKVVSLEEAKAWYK
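40 nM FBPA preincubated 10 min at RT with compound (up to 57.5 uM final), then substrate plus GAPDH/TPI/NAD/arsenate coupling and diaphorase/resazurin added. Fluorescence read after 20 min at RT, 525/598 nm.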
Pf growth 96h: P. falciparum growth inhibition at 96 hours. P. falciparum luciferase reporter growth, 96 h. Potency, µM (highest dose often 28.7 µM), for the others: top-dose activity change, negative = inhibition, most hits filed as inhibitors. 320,000 compounds, 6.9% hits; further: potency means the concentration at half of the fitted maximal effect; on the % scale 0 is the no-effect control and ±100 the full control effect
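Readout is luminescence from an integrated firefly luciferase in P. falciparum. Red cells, 2% hematocrit and 0.05% parasitemia final, were cultured with compound through two parasite generations (96 hours) at 37 C, 5% CO2.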
Cycloheximide cs: affects cycloheximide protein synthesis inhibition readout, counter-screen | cell reporter, cycloheximide protein synthesis inhibition counterscreen | max response, % | 300,000 compounds, 12% hits; in the data active means max response mostly above about 13%, no sharp cut-off; inactive means mostly below about 14%; further: read at 38.3 µM for the half of the compounds with a filed dose; 0% is about no effect
HCV inhibitor: blocks hepatitis C virus | Huh7.5.1 HCVcc-Cre infection, luciferase reporter, 44 h | Potency, µM (titrated, usually from 41.8 µM), without a hit: at the highest dose activity change, negative = inhibition, usual class: inhibitors | 340,000 compounds, 3.4% hits | AID 651820; further: potency means the concentration at half of the fitted maximal effect; on the % scale 0 is the no-effect control and ±100 the full control effect
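After 44 h co-culture of compound, cells and HCVcc-Cre (~0.5 moi), substrate is added for 15 min at room temperature and luciferase measured over 15 sec. Cells were seeded at 1,000/well and pre-cultured 4 h.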
Shiga toxin inh: Shiga toxin inhibition; Vero cells, Shiga toxin protein synthesis inhibition reporter; inhibition, % at 38.7 µM; 290,000 compounds, 9.2% hits; AID 2315; in the data active means inhibition mostly above about 28%, no sharp cut-off; inactive means mostly below about 43%; further: 0% is about no effect
Active calls of the source: *; u = inconclusive; x = no result given; & = joins results of further samples; [ ] = another dose, or the depositor's remark. Unless noted, the call rests on the fitted dose curve; in most records, active means well fitted curve in the direction sought with a large enough effect; inconclusive means small, poorly fitted or top-dose-only effect, or another doubt; inactive means no such curve, though single readings can be large; an effect the other way counts as inactive or inconclusive.

SMILES	Pf growth 48h	Giardia FBPA inh	Pf growth 96h	Cycloheximide cs	HCV inhibitor	Shiga toxin inh
Cc1c(CCOC(=O)CC23CC4CC(CC(C4)C2)C3)sc[n+]1CC(=O)c1ccccc1	13µM*	4%	52%[activator]	1	11µM*	-3
CC1(C(=O)O)CCC(C(=O)Nc2ccc(OC(F)(F)Cl)cc2)C1(C)C (stereo not drawn)	21%	-6%	42%[activator]	-2	19%	-6
CCCc1nnc(NC(=S)Nc2ccccc2)s1	62%[activator]	-13%	27%	27*	-15%	42*
COc1ccc(NS(=O)(=O)c2ccc(NC(=O)C3CCCO3)cc2)cc1 (stereo not drawn)	-5%	8%	u	-2	-26%	-6
Cn1c(=O)[nH]c(=O)c2c1nc(Br)n2Cc1ccccc1F	u	2%	37%[activator]	-1	-2%	-11
Cc1ccc(Nc2ncnc3sc(C)c(C)c23)cc1C	21%	7%	x	31*	u	43
COc1ccc(C(C)NC(=O)C2CCCO2)cc1OC (stereo not drawn)	16%	-14%	4%	-1	20%	-15
Cn1c(/C=C(\C#N)C(N)=S)ccc1-c1ccc(Br)cc1	u	1%	u	15*	-22%	27
CCN(Cc1ccccc1)C(=O)COC(=O)c1n[nH]c2ccccc12	u	3%	x	1	34%[activator]	5
Fc1ccc(NC(=S)NCCc2ccccc2)c(F)c1F	u	0%	-6%	35*	u	109*
Cn1nc(-c2ccc(Cl)cc2)c2cc(C(=O)NCCN3CCOCC3)sc21	x	-1%	-30%	-1	2%	-12
CCc1c(O)nc(SCC(=O)NCc2ccco2)[nH]c1=O	7%	-3%	4%	-3	22%	-17
COC(=O)[C@H](CCSC)NC(=O)NCCc1ccc(F)cc1	7%	4%	x	7	14%	-8
Cc1ccc(-n2c(C)nn(-c3ncc(C(F)(F)F)cc3Cl)c2=O)cc1	x	0%	-20%	8	-8%	-6
COC(=O)c1cnn(-c2ccc(C)c(C)c2)c1-n1cccc1	x	-8%	x	20*	-14%	29
Cc1cccc(OCC(=O)NS(=O)(=O)c2ccc(Br)cc2)c1	22%	x	u	-3	25%	0
O=C(Nc1ccn(Cc2c(F)c(F)cc(F)c2F)n1)c1ccc(COc2cc(Cl)ccc2Cl)o1	u	0%	x	2	u	-11
C#CCOCCOCCOCCNc1nc(N2CCN(C(=O)[C@H](CCCCN)n3cc([C@@H](N)C(C)CC)nn3)CC2)nc(N2CCN(C(=O)[C@H](Cc3cc4ccccc4[nH]3)n3cc([C@@H](N)CC(C)C)nn3)CC2)n1 (stereo partly drawn)	2%	-16%	35%[activator]	-4	11%	-19
CC(=O)N1CN(C2CCCC2)Cc2c1sc1c2CCCC1	-17%	5%	x	-1	-14%	-2
COc1ccc(C(=O)NCc2ccc3[nH]c(C)cc3c2)cc1OC	-17%	u	u	-1	14%	-8
CCCCNC(=S)N(CCN(CC)CC)Cc1cc2cc3c(cc2[nH]c1=O)OCCO3	u	8%	195%[activator]	1	u	-8
C/C(N)=C(/C#N)C(=O)CSc1nnc(Nc2cccc(C)c2)s1	44%[activator]	-8%	u	31*	u	67*
C=CCn1c(Cc2cccs2)nnc1SCC(=O)c1cccc(Br)c1	-25%	-27%	-4%[5.75 µM]	1	-19%	25
COc1ccc(C)cc1NC(=O)C(OC(=O)c1ccc([N+](=O)[O-])o1)c1ccccc1 (stereo not drawn)	-7%	-23%	15%	2	u	-12
CSC1=NCCN1C(=O)c1ccc2c(c1)OCO2	u	1%	u	5	11%	-9
COc1ccc(C2CC(c3cccs3)=NN2c2nc(-c3ccccc3)cs2)cc1OC (stereo not drawn)	u	u	u	36	-4%	2
CCC(=O)N1c2ccc(S(=O)(=O)N3CCN(c4cc(C)ccc4C)CC3)cc2CC1C (stereo not drawn)	u	x	u	-1	u	-4
Fc1ccc(C(c2nnnn2Cc2cccs2)N2CCN(c3ccccc3)CC2)cc1 (stereo not drawn)	u	-14%	-29%	-3	u	-2
Cn1cc([N+](=O)[O-])c(C(=O)NCc2cc3cc(Cl)ccc3[nH]2)n1	-11%	2%	4%	-1	1%	-2
Cc1ccc(S(=O)(=O)NCCSc2nnnn2-c2ccc(C(N)=O)cc2)cc1	u	3%	u	8	-1%&-12%	11

Exported with bars between the fields: part of the list above
mol | Pf growth 48h | Giardia FBPA inh | Pf growth 96h | Cycloheximide cs | HCV inhibitor | Shiga toxin inh
CSC1=NCCN1C(=O)c1ccc2c(c1)OCO2 | u | 1% | u | 5 | 11% | -9
Cn1cc([N+](=O)[O-])c(C(=O)NCc2cc3cc(Cl)ccc3[nH]2)n1 | -11% | 2% | 4% | -1 | 1% | -2
Cc1cccc(OCC(=O)NS(=O)(=O)c2ccc(Br)cc2)c1 | 22% | x | u | -3 | 25% | 0
CCC(=O)N1c2ccc(S(=O)(=O)N3CCN(c4cc(C)ccc4C)CC3)cc2CC1C (stereo not drawn) | u | x | u | -1 | u | -4
Cc1ccc(S(=O)(=O)NCCSc2nnnn2-c2ccc(C(N)=O)cc2)cc1 | u | 3% | u | 8 | -1%&-12% | 11
C=CCn1c(Cc2cccs2)nnc1SCC(=O)c1cccc(Br)c1 | -25% | -27% | -4%[5.75 µM] | 1 | -19% | 25
C/C(N)=C(/C#N)C(=O)CSc1nnc(Nc2cccc(C)c2)s1 | 44%[activator] | -8% | u | 31* | u | 67*

Additional results follow.
SMILES	Pf growth 48h	Giardia FBPA inh	Pf growth 96h	Cycloheximide cs	HCV inhibitor	Shiga toxin inh
O=C(NCCc1ccco1)C(=O)NCC1CCCN1S(=O)(=O)c1ccccc1 (stereo not drawn)	-13%	x	u	x	u	x
COc1cc(SC)ccc1C(=O)N1CCN(c2ccccc2OC)CC1	-19%	4%	-7%	-6	-10%	9
CCC(=NCc1cc(OC)cc(OC)c1)c1c(O)n(C2CCCCC2)c(=O)[nH]c1=O	u	-5%	0.83µM*	-2	u	22
COc1cc(NC(=O)C2CC2)c(C(=O)O)cc1OC	26%	-2%	3%	-2	17%	-3
Cc1ccnc(NC(=O)Nc2cccc(F)c2)c1	222%[activator]	4%	7.4µM*	41*	-9%	73*
CCOc1cc(C(C(=O)NCC2CCCO2)N(C(=O)Cn2nnc3ccccc32)c2ccc(C(C)=O)cc2)ccc1O (stereo not drawn)	3%	-3%	u	-2	13%	-7
COc1ccc(C2(C(=O)Nc3ccccc3)CCOCC2)cc1	-14%	2%	-3%	-2	31%[activator]	-3
Cc1ccsc1CN(C)C(=O)C1CCC(=O)N(CCc2cccc(F)c2)C1 (stereo not drawn)	7%	5%	-1%	36*	13%	53*
O=c1oc(-c2ccc(Br)o2)nc2ccccc12	19%	1%	x	2	7%	-4
Cc1cc(C)n(C(=O)CNC(=O)c2ccc(C(C)(C)C)cc2)n1	17%	-2%	24%	34*	u	24
N/C(=N\OC(=O)Oc1ccccc1)c1cccc([N+](=O)[O-])c1	7%	-1%	26%	7	11%	-7
CCSc1cc(N2CCOCC2)nc(-c2ccccc2)n1	u	-2%	u	-2	-8%	-3
COc1ccccc1NS(=O)(=O)c1cc(NC(=S)NCC2CCCO2)ccc1C (stereo not drawn)	-34%	-9%	11%	-1	-30%	-5
Cn1ncc2c(Nc3ccc(Cl)c(Cl)c3)ncnc21	13%	-16%	4%	36*	u	35
CC/C(C)=N/Nc1nc(-c2cc3cccc(OC)c3oc2=O)cs1	110%[activator]	-11%	34%[activator]	47*	-25%	53*
Cc1ccc(SCC(Cc2ccccc2)N2CCN(C)CCC2=O)cc1 (stereo not drawn)	x	5%	x	-2	x	2
Cc1noc(C)c1C(=O)Nc1ccccc1-c1ccccc1	23%	4%	x	2	11%	12
Cc1cc(=O)oc2cc(NC(=O)CC(N)C(=O)O)ccc12 (stereo not drawn)	x	-13%	x	-4	x	-4
Cc1c(C(=O)N2CCCCC2)c(S(=O)(=O)NCCc2ccc(Cl)cc2)c(C)n1C	4%	9%	12%	13	0%	-2
O=C(N/N=C/c1ccc(F)cc1)c1ccc(OCc2ccccc2)cc1	u	5%	3%	-2	-3%	17
CC(C)(C)NC(=O)COc1ccc(CNCCc2ccccc2)cc1	u	-3%	24%	-3	11%	-8
N#CCCn1cnc2c(=S)nc[nH]c21	13%	14µM*	u	11	15%	-8
Cc1cccc(-n2nc3c(c2NC(=O)c2cc4ccccc4o2)CS(=O)(=O)C3)c1	-3%	x	-15%	-5	6%	-7
Cc1cc(N(CCO)CCO)ccc1N=Nc1cc(F)ccc1F	38%[activator]	-7%	42%[activator]	41*	u	118*
CC(C)(C)c1ccc(NC(=O)N2CCCN(c3c(Cl)cncc3Cl)CC2)cc1	10µM*	u	u	-3	-8%	-5
COc1ccc(CCN(C)C(=O)c2cnc(C)cn2)cc1OC	33%[activator]	3%	35%[activator]	-4	-1%	-12
O=C(N=C1SC2CS(=O)(=O)CC2N1CCc1ccc(F)cc1)C1CCCCC1 (stereo not drawn)	8%	x	23%	1	6%	16
C=CCn1c(C)cc(C(=O)COC(=O)[C@@H](NC(=O)c2ccccc2Cl)C(C)C)c1C	-13%	1%	2%	40*	26%	19*
CC(=O)c1ccc(Oc2ccc(C(C)=O)cc2)cc1	135%[activator]	0%	u	17*	-8%	83
N#C/C(=C\c1ccc(N2CCOCC2)o1)C(=O)N1CCOCC1	9%	-6%	36%[activator]	2	-4%	24
CCCN(C(=O)COC(=O)CCOc1ccc(C)cc1)c1c(N)n(Cc2ccccc2)c(=O)[nH]c1=O	0%	x	8%	x	0%	x
CCOC(=O)c1sc(NC(=O)c2cc3n(n2)C(C(F)(F)F)CC(c2cccs2)N3)c(C(=O)OCC)c1C (stereo not drawn)	u	2%	u	-3	-17%	-8
Cc1ccc(Sc2ccc(NC(=O)CCN3C(=O)NC4(CCCC4)C3=O)cc2)c(C)c1	u	x	-19%	x	4µM*	x
CC(C)C[C@H](NC(=O)[C@H](Cc1ccccc1)n1c(=O)[nH]c2ccccc2c1=O)C(=O)N1CCC[C@H]1C(=O)O	0%	-7%	55%[activator]	-2	15%	1
Cc1ccsc1C(=O)N1CCN(S(=O)(=O)c2cccs2)CC1	-15%	4%	u	-2	6%	4
CCCC(=O)Nc1ccc(C(=O)COC(=O)C2=COCCO2)cc1	-16%	x	20%	x	18%	x
Cc1cc(C)cc(-n2nnc(C(=O)NCc3ccccc3)c2N)c1	13µM*	1%	u	7	11%	1
CCCNC(=O)COc1coc(CN2CCN(Cc3ccccc3)CC2)cc1=O	7%	x	u	-5	1%	-17
O=C(c1cc(-c2ccccc2Cl)nc2ccccc12)N1CCOCC1	-7%	-1%	0.37µM*	-4	x	12
CCC(C)(C)C1CCC2(CC1)NC(=O)N(CC(=O)NCCCc1ccccc1)C2=O (stereo not drawn)	u	x	u	x	u	x
COc1ccc(OCCSc2nc3ccccc3n2CCC(=O)O)cc1	-7%	-21%	11%	-2	9%	x
Cc1[nH]c(/C=C2/C(=O)Nc3ccc(S(=O)(=O)Cc4c(Cl)cccc4Cl)cc32)c(C)c1C(=O)N1CCCC1CN1CCCC1 (stereo not drawn)	x	0%	x	-12	x	-22
Cc1ccc(C)c(S(=O)(=O)N2CCN(C(=O)c3ccc4ccccc4n3)CC2)c1	u	x	u	x	-16%	x
CS(=O)(=O)N(CC(=O)Nc1ccc2c(c1)OCO2)Cc1ccc(Cl)cc1	19%	0%	x	1	6%	17
COc1ccccc1C(C)NC(=O)c1ccccc1SCC(=O)N1CCCC1 (stereo not drawn)	-23%	x	-26%	x	1%	x
COC(=O)C1=C(c2ccccc2OCc2ccccc2)C[C@@H]2CC[C@H]1N2C(=O)NCCOc1ccc(OC)cc1	9.3µM*	x	1.3µM*	x	u	x
CCOC(=O)Cn1nnc(-c2ccc(SC)cc2)n1	24%	3%	x	47*	-1%	67*
CCC1(c2ccccc2)NC(=O)N(CC(=O)NCc2ccccc2OC)C1=O (stereo not drawn)	-4%	4%	42%[activator]	0	3%	-7

Source: PubChem
